APJ antag – APJ receptor antagonism | AID 2521 | inhibition, % at 20 µM | CHO-K1 APJ beta-arrestin complementation, luminescence | 330,000 compounds, 0.32% hits | P35414;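 active means inhibition above about 40% at 20 µM, limit read from the data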;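 further: cells challenged with 10 nM apelin-13 agonist together with compound; plate controls were apelin-13 plus DMSO wells for no effect and DMSO wells lacking apelin-13 for full effect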
Target sequence (P35414 whole entry, looked up): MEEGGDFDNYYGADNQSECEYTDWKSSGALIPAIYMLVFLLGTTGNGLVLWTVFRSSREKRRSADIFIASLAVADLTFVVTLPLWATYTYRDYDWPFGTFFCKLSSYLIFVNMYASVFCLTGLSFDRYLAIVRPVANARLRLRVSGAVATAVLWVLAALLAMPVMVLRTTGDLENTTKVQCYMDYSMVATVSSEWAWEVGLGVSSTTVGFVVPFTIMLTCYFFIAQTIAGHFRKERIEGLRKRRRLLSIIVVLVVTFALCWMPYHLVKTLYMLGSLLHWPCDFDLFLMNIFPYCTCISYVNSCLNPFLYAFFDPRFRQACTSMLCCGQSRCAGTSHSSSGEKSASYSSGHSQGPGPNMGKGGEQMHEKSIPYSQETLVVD
697 NFkB inh – lowers PMA/ionomycin-induced NF-kB signal in 697 B cells | 330,000 compounds, 0.33% hits | 697 B-cell NF-kB luciferase reporter, 16 h | inhibition, % at 4 µM; in the data active means inhibition above about 35%
EBI2 antag – EBI2 (human) antagonism; P32249; EBI2 beta-arrestin recruitment, luminescence, 7a,25-OHC stimulated; inhibition, % at 5 µM; 360,000 compounds, 0.81% hits; in the data active means inhibition above about 38%;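 further: enzyme fragment complementation signal reports receptor beta-arrestin coupling in cells; 0% = agonist plus DMSO wells and 100% = wells without agonist; some results beyond the cut were filed as inactive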
Gli-Sufu antag – blocks Gli-Sufu signaling in a luciferase reporter; Sufu-KO-LIGHT fibroblasts, Gli luciferase reporter luminescence; inhibition, % at 5 µM; 340,000 compounds, 0.74% hits;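 active means inhibition above about 55%, limit read from the data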;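 further: 0% = DMSO-treated cells and 100% = wells with medium but no cells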
CCR6 antag – antagonists of human CCR6 receptor | inhibition, % at 20 µM | 340,000 compounds, 0.49% hits | AID 493098 | CHO-K1 CCR6 PathHunter beta-arrestin, luminescence, CCL20-stimulated;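 active means compounds whose inhibition of the agonist-driven luminescence signal at 20 µM reaches about 50%, limit read from the data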;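 further: cells stimulated with CCL20 at 14 nM final; plate controls were DMSO with CCL20 for no effect and DMSO without agonist for full effect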
Target sequence (P51684 whole entry, looked up): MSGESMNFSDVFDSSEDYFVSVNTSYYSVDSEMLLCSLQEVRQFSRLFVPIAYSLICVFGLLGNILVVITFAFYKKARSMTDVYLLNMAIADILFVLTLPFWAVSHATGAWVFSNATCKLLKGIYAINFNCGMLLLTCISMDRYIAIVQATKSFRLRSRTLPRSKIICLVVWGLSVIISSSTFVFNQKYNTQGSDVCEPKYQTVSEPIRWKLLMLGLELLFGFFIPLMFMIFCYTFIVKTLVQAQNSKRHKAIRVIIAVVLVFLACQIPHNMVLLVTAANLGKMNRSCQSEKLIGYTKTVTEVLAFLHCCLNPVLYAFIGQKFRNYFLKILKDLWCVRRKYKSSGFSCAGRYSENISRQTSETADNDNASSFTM
Jurkat NFkB inh – inhibitors of the PMA/ionomycin-induced NF-kB reporter in Jurkat cells. PMA/ionomycin-induced NF-kB luciferase reporter, luminescence. inhibition, % at 4 µM. 330,000 compounds, 0.53% hits. AID 435003; in the data active means inhibition above about 50%
UBC13 inh – blocks human UBC13 polyubiquitin chain formation | TR-FRET | inhibition, % at 20 µM | 330,000 compounds, 0.47% hits; in the data active means inhibition above about 45%, passing the limit was not always enough
Target sequence (P61088 whole entry, looked up): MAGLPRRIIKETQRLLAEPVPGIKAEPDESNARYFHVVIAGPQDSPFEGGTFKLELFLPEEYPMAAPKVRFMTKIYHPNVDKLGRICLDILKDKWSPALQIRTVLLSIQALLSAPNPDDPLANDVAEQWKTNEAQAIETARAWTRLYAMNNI
CXCR6 block – CXCR6 (human) receptor inhibition; O00574; CHO-K1 PathHunter CXCR6 beta-arrestin, luminescence; inhibition, % at 20 µM; 360,000 compounds, 0.36% hits; AID 602244; in the data active means inhibition above about 34%, passing the limit was not always enough;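 further: antagonist mode with CXCL16 agonist at 10 nM final; 0% = 10 nM CXCL16 with DMSO and 100% = unstimulated wells without agonist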
Starred values were filed as active, the others as inactive; nt = not tested or not shown; & = joins results of further samples.

Compound	APJ antag	697 NFkB inh	EBI2 antag	Gli-Sufu antag	CCR6 antag	Jurkat NFkB inh	UBC13 inh	CXCR6 block
CS(=O)(=O)N1CCN(c2ccccc2NC(=O)c2cccnc2)CC1	-3	27	-7	-17	-7	7	1	-1
COc1ccccc1C(=O)N/N=C/C(C)=C/c1ccccc1	4	-15	0	2	15	-14	-8	-8
COc1ccccc1-c1ccc(/C=C2/C=C(CC(C)C)OC2=O)o1	14	-18	2	-5	17	2	-20	14
C/C=C/C(=O)OCC(=O)Nc1cccc(S(=O)(=O)NC2=NCCCCC2)c1	0	-5	-7	13	-15	-8	-10	-4
CCC(C)NC(=O)Cc1ccc(-c2ccccc2)cc1 (stereo unspecified)	2	-15	2	-9	20	0	-3	1
Cc1cccc(NC(=O)CCCN2C(=O)c3ccccc3C2=O)n1	3	-2	-6	8	-14	12	6	-5
Cc1nnc(N(C)C(=O)Cc2ccc3c(c2)OCO3)s1	-7	4	-3	-11	-4	2	6	-7
O=C1C(Nc2cccc(O)c2)=C(N2CCCCC2)C(=O)c2ccccc21	-61	-17	-7	23	32	-5	-76	4
N#Cc1ccc(CSc2nc(N)cc(N)n2)cc1	1	-8	-5	-15	-2	-8	-6	-4
CCN(CC(=O)NCc1ccc(F)cc1)C(=O)/C=C/c1cc(OC)ccc1OC	-2	6	-19	-8	10	-12	17	0
CCOC(=O)c1c(CN(CC)CC)oc2ccc(OC)cc12	1	12	10	10	8	11	10	8
Cc1c(C(=O)NN2CCN(C)CC2)cccc1[N+](=O)[O-]	14	0	3	3	3	-16	0	-9
COc1ccc(-c2ncccc2O)cc1	7	18	-5	-15	-2	-18	8	-6
CC(C)c1nnc(NC(=O)CCC(=O)N2CCC(Cc3ccccc3)CC2)s1	5	0	2	23	-5	0	8	11
CC(C)(C)[C@@H]1C=C(C(=O)N2CCN(Cc3ccc4c(c3)OCO4)CC2)O[C@H](OCc2ccc(CO)cc2)C1	-12	13	23	28	17	9	7	10
COc1cc(C2(c3ccc(O)c(OC)c3)C(=O)Nc3c(Br)cc(Br)cc32)ccc1O	13	-6	3	1	0	-6	-2	-2
CCOc1cc(CN2CCc3c([nH]c4ccccc34)C2)ccc1OC	16	14	-1	12	-1	31	9	0
Nc1ccc(Oc2ccc3nc(-c4ccccc4)c(-c4ccccc4)nc3c2)cc1	8	-16	nt	-15	2	-22	-8	nt
Cc1ccc(NC(=O)COC(=O)c2ccccc2-c2nc3ccccc3s2)c(C)c1	3	-18	23	-5	9	-10	-16	-4
CC1CC(C)CN(S(=O)(=O)c2ccc(NC(=O)CN3CCCCCC3)cc2)C1 (stereo unspecified)	-7	-7	-30	10	9	-8	0	0
Cc1ccc(O)c(C(=O)c2cnn(C(=O)Cc3csc(C)n3)c2)c1	14	9	2	-6	7	-7	6	-8
CSc1nc2nc(-c3ccccc3)cc(C(F)(F)F)n2n1	29	10	-3	-1	11	-2	21	9
N/C(=N\OC(=O)c1ccc(Cl)cc1Cl)c1ccc(Cl)cc1	-69	-260	-2	1	-26	-93	3	1
Cc1ccc(C2(C)NC(=O)N(CC(=O)N(c3ccccc3)C3CCS(=O)(=O)C3)C2=O)cc1 (stereo unspecified)	5	26	-5	12	13	8	5	-2
COc1ccc(C(=O)Sc2nncc3ccccc23)cc1	20	-13	-10	18	-2	4	1	-3

(list continues)
Compound	APJ antag	697 NFkB inh	EBI2 antag	Gli-Sufu antag	CCR6 antag	Jurkat NFkB inh	UBC13 inh	CXCR6 block
O=C(CSc1n[nH]c(=O)[nH]c1=O)N1CCCCCC1	-1	9	0	-6	4	2	-4	6
CCOC(=O)N1CCN(c2ccc(Cl)cc2)CC1	-11	8	-9	5	9	-7	-1	4
CCN(CC)c1ncnnc1-c1ccccc1	-4	2	-1	0	4	-7	-14	3
CC(C)CC(=O)NC(=S)Nc1nc(-c2ccccc2)cs1	nt	nt	11	5	31	nt	nt	24
O=C(C1CCCN(S(=O)(=O)c2ccc(F)cc2)C1)N1CCCC1 (stereo unspecified)	2	6	-5	-4	-4	6	5	-2
CCOc1ccc(C2C(C#N)=C(N)Oc3cc(O)ccc32)cc1OCC (stereo unspecified)	-7	1	1	0	-9	2	4	-6
COc1ccc(Br)cc1CN(C)C(=O)Cc1ccc(S(=O)(=O)N2CCOCC2)s1	12	4	2	4	7	18	5	5
COc1ccccc1NS(=O)(=O)c1ccc(C(=O)N2CCN(c3ccccn3)CC2)cc1	1	0	4	12	9	6	6	-6
CCCCNC(=O)COC(=O)CCC(=O)c1cccs1	4	-13	1	-9	9	3	4	8
CCN(C(=O)CSc1nc2ccc(Cl)cc2[nH]1)C1CCS(=O)(=O)C1 (stereo unspecified)	6	-26	4	-1	-2	-8	-10	4
O=C(CCC(=O)c1cccs1)NCC(c1ccc(F)cc1)N1CCOCC1 (stereo unspecified)	-1	-4	-1	6	-4	-7	-9	-10
COc1cccc(/C=c2\s/c(=C/C(=O)c3ccc(C)cc3)[nH]c2=O)c1OC	15	-14	10	7	35	-10	-13	24
CCOC(=O)C1=C(C)NC(=O)CC1c1cc2c(cc1Br)OCO2 (stereo unspecified)	-5	20	-1	-4	-11	-8	-3	12
COc1ccc(CNC(=O)COC(=O)c2cc(C)nc3ccccc23)cc1	5	12	-6	3	16	14	-2	-6
CCCC(C)C(=O)Nc1ccc(S(N)(=O)=O)cc1 (stereo unspecified)	-4	19	-6	-2	4	8	6	4
COc1ccc(/C=C/C(=O)OCC(=O)Nc2cc3oc4ccccc4c3cc2OC)cc1	-12	-30	nt	nt	nt	-60	-17	nt
COC(=O)c1cccc(NC(=O)Cn2cnc3c2c(=O)n(C)c(=O)n3C)c1	-2	-5	-10	-2	-2	0	5	-1
CCOC(=O)[C@H]1[C@H]2COc3ccc(Br)cc3[C@@H]2N2C(=O)N(c3ccccc3)C(=O)[C@@]12C	19	-2	1	-2	3	4	5	-3
O=C(CN1c2cccc3cccc(c23)S1(=O)=O)N1CCCCC1	0	16	-7	-5	-2	7	10	-4
c1ccc2nc3c(nc2c1)[nH]c1ccccc13	1	-150	0	-90	2	-135	-24	3
Nc1cc(Cl)ccc1N1CCOCC1	-11	18	-12	-3	0	-1	-6	-11
COc1ccccc1C(=O)COC(=O)c1ccc(Cl)nc1	5	-3	14	-1	11	-7	-5	1
Cc1c(Cl)cccc1NC(=O)CCNC(=O)N1CC(=O)Nc2ccccc21	9	5	-13	-29	4	1	-4	0
CS(=O)(=O)N1CCN(c2c(Cl)cccc2[N+](=O)[O-])CC1	13	-6	-5	21	4	-23	-1	2
O=C(CN1C(=O)NC2(CCCC2)C1=O)Nc1cc(Cl)ccc1N1CCOCC1	-7	8	-3	-8	3	8	2	4

Remaining list, next part
Compound	APJ antag	697 NFkB inh	EBI2 antag	Gli-Sufu antag	CCR6 antag	Jurkat NFkB inh	UBC13 inh	CXCR6 block
CN(C)CCC(c1ccc(Cl)cc1)c1ccccn1 (stereo unspecified)	4&4	-10&17	5&2	1&5	6&8	-10&11	2&1	-2&12
CCC(C)c1ccc(NC(=O)C2CCN(c3ncccn3)CC2)cc1 (stereo unspecified)	2	-29	3	2	7	-16	12	0
COC(=O)Cn1c(CN2CCOCC2)nc2c1c(=O)[nH]c(=O)n2C	3	7	-5	-3	-19	-3	4	-1
CCc1nc(-c2ccccc2)c2ccccn12	-5	7	0	-1	-2	14	-6	-2
O=C1NCC(COCC2CC=CCC2)O1 (stereo unspecified)	8	3	-12	0	-5	5	6	1
O=C(NCCc1csc(-c2ccccc2)n1)c1ccccc1F	5	-11	8	4	5	3	-9	-2
Cc1cc(C(F)(F)F)nn1Cc1n[nH]c(=S)n1Cc1ccccc1	2	9	-9	-13	9	-6	-5	-2
O=C(O)c1ccc(CSc2ncn[nH]2)cc1	17	11	-9	-4	-4	14	1	7
COc1ccc(C(CC(=O)N2CCN(c3ccccc3)CC2)c2c(OC)cc(OC)c3ccc(=O)oc23)cc1 (stereo unspecified)	23	11	16	30	3	0	1	9
Cc1ccc(NC(=O)COC(=O)c2ccc3c(c2)OCCO3)cc1S(=O)(=O)N1CCOCC1	-16	18	1	-4	0	-18	3	-4
O=C(CC1S/C(=N/N=C2CCCCCC2)NC1=O)Nc1ccc(Br)cc1F (stereo unspecified)	14	6	5	-3	-11	-16	-14	0
COc1ccc(N(CCN2C(=O)c3ccccc3C2=O)C(=O)c2cccc([N+](=O)[O-])c2)cc1	1	0	3	-4	11	-1	0	8
O=C(CC1CCCC1)N1CCCC(Nc2ccc(F)cc2)C1 (stereo unspecified)	3	21	-3	-4	6	-6	0	6
O=C(CN(C(=O)c1csnn1)c1ccc(F)cc1)NCc1ccc(F)cc1	-17	23	-8	7	15	2	2	4
Cc1cc(C)cc(NC(=O)C(OC(=O)C2=COCCO2)c2ccccc2)c1 (stereo unspecified)	-37	-17	-1	-2	0	-2	-12	0
Cc1c(C(=O)C(=O)NCC2CCCO2)c2ccccc2n1C (stereo unspecified)	13	6	-4	0	11	-5	-7	8
Cc1ccc(Oc2ncc(CN3CC(C)OC(C)C3)s2)cc1 (stereo unspecified)	14	10	17	-2	2	-3	1	-3
O=C(C1CC1)N(CCN(C(=O)C1CC1)c1ccccc1)c1ccccc1	5	20	3	-5	6	-10	10	5
COc1ccc(-n2c(C)cc(-c3cn4cccc(C)c4n3)c2C)cc1	2	17	6	28	17	5	3	13
Cc1ccc(C(CC(=O)c2ccc(Cl)cc2)C(=O)O)cc1 (stereo unspecified)	12	-3	-2	-3	-16	2	2	7
C=C(C)CSc1nc2ccccc2[nH]1	-2	-4	-6	-15	1	2	10	-2
c1ccc2c(c1)nc1n2CN(Cc2ccc3c(c2)OCO3)CN1	0	16	6	1	4	-10	-4	5
CN1C[C@@H]2C(c3ccc(Cl)nc3)C3(c4ccccc4)CC2(C3)[C@H]1c1ccccc1 (stereo partly specified)	15	10	2	21	10	9	13	5
CC1=C(C(=O)Nc2ccccc2F)C(c2ccsc2)C2=C(CC(c3ccccc3)CC2=O)N1 (stereo unspecified)	14	5	-5	-8	21	-5	-2	1
COc1ccccc1CN1C[C@@H]2C[C@@H](C3=Cc4cccc(OC)c4OC3)N3CCC[C@@]23C1=O	12	0	6	24	22	6	-13	14

Record cards, from the list above. Order of values: APJ antag	697 NFkB inh	EBI2 antag	Gli-Sufu antag	CCR6 antag	Jurkat NFkB inh	UBC13 inh	CXCR6 block
`O=C(O)c1ccc(CSc2ncn[nH]2)cc1` is listed with 17	11	-9	-4	-4	14	1	7
`Cc1ccc(NC(=O)COC(=O)c2ccc3c(c2)OCCO3)cc1S(=O)(=O)N1CCOCC1` is listed with -16	18	1	-4	0	-18	3	-4
`O=C1NCC(COCC2CC=CCC2)O1` (stereo unspecified) is listed with 8	3	-12	0	-5	5	6	1
`CC1=C(C(=O)Nc2ccccc2F)C(c2ccsc2)C2=C(CC(c3ccccc3)CC2=O)N1` (stereo unspecified) is listed with 14	5	-5	-8	21	-5	-2	1
`O=C(CC1S/C(=N/N=C2CCCCCC2)NC1=O)Nc1ccc(Br)cc1F` (stereo unspecified) is listed with 14	6	5	-3	-11	-16	-14	0

More records follow:
Compound	APJ antag	697 NFkB inh	EBI2 antag	Gli-Sufu antag	CCR6 antag	Jurkat NFkB inh	UBC13 inh	CXCR6 block
COc1ccc(CC(=O)NC(C)c2nnc(SCC(=O)Nc3ccccc3F)n2C)cc1 (stereo unspecified)	-13	-85	0	-2	-2	-5	-20	-4
CCCCC(O)(CCCC)C(=O)NN(C(=O)CCl)c1ccccc1	5	-49	6	0	-2	-12	-3	6
O=C(Oc1ccccc1)N(c1ccccc1)c1ccccc1	18	18	5	1	2	25	2	12
O=C(CS(=O)CC(=O)Nc1ccccc1-c1ccccc1)Nc1ccc(F)cc1 (stereo unspecified)	8	6	-13	-4	-1	2	10	4
O=C(CSc1nnc(-c2ccccn2)n1-c1ccccc1)Nc1ccc2c(c1)OCO2	13	22	-4	0	5	2	-2	-15
CCOC(=O)c1[nH]c2ccccc2c1NC(=O)c1ccc(Br)o1	13	8	12	7	8	-30	1	-4
Cc1ccc(-c2c(C(=O)N/N=C/c3ccncc3)nnn2-c2nonc2N)cc1	0	-30	-9	23	-2	0	-4	-4
